IDE cell inh: human IDE inhibitors in live cells, primary screen, fluorescence polarization, HEK cells, FAbetaB substrate | Insulin-degrading enzyme (Homo sapiens), P14735 | FAbetaB cleavage | inhibition, % at 5.59 µM | AID 434962, 2010 | 320,000 tested, 0.41% active;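 active means percent inhibition above the average of all tested compounds plus 3 SD, set per screening campaign, cut at about 16% in these data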;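 further: IDE supplied by intact live HEK cells; FP after avidin binding of uncleaved biotin substrate so inhibition keeps polarization high; 0% = DMSO wells and 100% = 60 µM reference IDE inhibitor Ii1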
CHRM4 PAM: human M4 muscarinic receptor positive allosteric modulators, primary screen, CHO-K1 cells, Fluo-8 calcium fluorescence. CHO-K1 hM4/Gqi5, ACh EC20; 0% = ACh EC20, 100% = maximal ACh. AID 624126, 2012. Muscarinic acetylcholine receptor M4 (Homo sapiens), P08173. activation, % at 3 µM. 360,000 tested, 0.4% active;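 active means activation above its plate's cutoff, the mean activation of sample wells plus 3 SD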; further: some results filed as inactive read as strong as hits
Target sequence (P08173 whole entry, looked up): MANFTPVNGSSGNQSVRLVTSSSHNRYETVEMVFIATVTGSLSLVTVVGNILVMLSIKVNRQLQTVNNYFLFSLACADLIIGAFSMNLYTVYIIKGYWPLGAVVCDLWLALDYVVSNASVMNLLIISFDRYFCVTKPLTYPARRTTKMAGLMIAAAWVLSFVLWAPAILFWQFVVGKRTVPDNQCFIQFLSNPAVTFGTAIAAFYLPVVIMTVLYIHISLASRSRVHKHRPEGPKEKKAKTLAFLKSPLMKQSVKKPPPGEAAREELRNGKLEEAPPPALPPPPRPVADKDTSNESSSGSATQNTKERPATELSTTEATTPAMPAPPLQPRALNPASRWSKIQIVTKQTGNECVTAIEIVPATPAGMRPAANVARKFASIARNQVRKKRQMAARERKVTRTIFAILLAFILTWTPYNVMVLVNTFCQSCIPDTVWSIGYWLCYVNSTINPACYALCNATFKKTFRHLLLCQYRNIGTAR
M5 PAM: human M5 muscarinic receptor positive allosteric modulators, primary screen, CHO-K1 cells, Fluo-8 calcium fluorescence | Muscarinic acetylcholine receptor M5 (Homo sapiens), P08912 | CHO-K1 hM5, ACh EC20 PAM; 0% = ACh EC20, 100% = ACh EC100 | activation, % at 3 µM | 360,000 tested, 0.3% active | AID 624038, 2012;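 active means activation above the run cutoff, the mean activation of all test compounds plus 3 SD, cut at about 18% in these data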
Target sequence (P08912 whole entry, looked up): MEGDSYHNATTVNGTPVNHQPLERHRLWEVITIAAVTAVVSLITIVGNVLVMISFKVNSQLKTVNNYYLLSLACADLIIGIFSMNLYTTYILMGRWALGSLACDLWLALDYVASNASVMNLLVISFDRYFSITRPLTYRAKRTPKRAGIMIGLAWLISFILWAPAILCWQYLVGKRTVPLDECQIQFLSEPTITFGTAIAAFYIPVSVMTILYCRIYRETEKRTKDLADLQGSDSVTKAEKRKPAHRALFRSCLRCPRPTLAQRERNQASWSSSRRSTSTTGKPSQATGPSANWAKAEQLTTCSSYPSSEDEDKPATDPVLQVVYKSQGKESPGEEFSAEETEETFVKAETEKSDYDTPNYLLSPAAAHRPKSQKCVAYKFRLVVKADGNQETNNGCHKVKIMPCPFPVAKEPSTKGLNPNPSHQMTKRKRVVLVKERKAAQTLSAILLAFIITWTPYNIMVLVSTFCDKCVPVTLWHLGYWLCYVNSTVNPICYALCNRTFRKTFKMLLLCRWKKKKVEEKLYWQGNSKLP
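System – CHO-K1 hM5 cells · Compound – 3 µM, single dose · Incubation – compound preincubation 140 s before EC20 acetylcholine addition · Technique – Fluo-8 calcium fluorescence · Measure – Max/basal fluorescence ratio as % of EC20–EC100 ACh window · Benchmarks – low control EC20 acetylcholine (0%), high control EC100 acetylcholine (100%) · Replication – singlicate, one well per test compound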
M5 ag: human M5 muscarinic receptor agonists, primary screen, CHO-K1 cells, Fluo-8 calcium fluorescence | activation, % at 3 µM | Muscarinic acetylcholine receptor M5 (Homo sapiens), P08912 | 360,000 tested, 0.19% active | CHO-K1 hM5 cells; 0% DMSO wells, 100% maximal acetylcholine response;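 active means activation above the run's mean over test compounds plus 3 SD, cut at about 23% in these data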;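 further: signal is peak over basal fluorescence ratio across the kinetic read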
CHRM5 antagonist: human M5 muscarinic receptor antagonists, primary screen, CHO cells, Fluo-8 calcium fluorescence; Muscarinic acetylcholine receptor M5 (Homo sapiens), P08912; CHO-hM5 cells, ACh EC80; inhibition, % at 3 µM; 360,000 tested, 0.59% active;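 active means inhibition above a per-plate cutoff, the mean of that plate's test compounds plus 3 SD, cut at about 27% in these data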;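 further: 0% = acetylcholine EC80 with DMSO and 100% = DMSO without agonist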
CRFR2-BP ag: agonists of CRF-BP/CRF-R2 complex, primary screen, cell-based, HEK293, calcium dye fluorescence, uHTS; calcium dye fluorescence (FLIPR); percent of saturating CRF peptide response; activation, % at 13.2 µM; 350,000 tested, 0.46% active; AID 588473, 2011;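 active means activation of at least 50%, plus an integration ratio under a set limit after plate pattern correction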;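 further: plate controls were neutral control wells without compound for no effect and CRF at EC100 for full effect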
CHRM4 antagonist: human M4 muscarinic receptor antagonists, primary screen, CHO cells, Fluo-8 calcium fluorescence; CHO-hM4 cells, ACh EC80; inhibition, % at 3 µM; 360,000 tested, 0.73% active; AID 624125, 2012;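 active means inhibition above its plate's cutoff, the mean inhibition of sample wells plus 3 SD, cut at about 27% in these data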;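 further: 0% = acetylcholine EC80 with DMSO and 100% = DMSO without agonist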
M4 ag: human M4 muscarinic receptor agonists, primary screen, CHO-K1 cells, Fluo-8 calcium fluorescence; Muscarinic acetylcholine receptor M4 (Homo sapiens), P08173; 360,000 tested, 0.14% active; activation, % at 3 µM; CHO-K1 hM4/Gqi5; vehicle 0%, full acetylcholine response 100%;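 active means activation above the run mean over all test wells plus 3 SD, cut at about 32% in these data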;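 further: peak over basal fluorescence ratio per well then scaled between controls; 0% = DMSO wells and 100% = acetylcholine at EC100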
CRFR2-BP antag: antagonists of CRF-BP/CRF-R2 complex, primary screen, cell-based, HEK293, calcium dye fluorescence, uHTS. inhibition, % at 11.8 µM. CRF-induced calcium fluorescence. 350,000 tested, 0.59% active;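 active means inhibition of the ligand-induced calcium signal above about 50% at the single tested concentration, limit read from the data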
* = called active by the depositor; · = no result given.

Value order – IDE cell inh, CHRM4 PAM, M5 PAM, M5 ag, CHRM5 antagonist, CRFR2-BP ag, CHRM4 antagonist, M4 ag, CRFR2-BP antag
CCCCCCOc1ccc(N2C(=O)CC(N3CCN(C(=O)c4ccco4)CC3)C2=O)cc1 (configuration not stated)
  4, -2, -3, 4, 0, -3.2, -2, 3, 31
O=C(O)COCC(=O)N1CCN(C2c3ccccc3-c3ccccc32)CC1
  4, -7, 5, -10, 1, 8.3, -4, 2, -20
O=C(O)c1ccc2c(c1)SC1=NS(=O)(=O)CCN12
  -1, -2, 15, 6, -14, 0.1, 2, 0, 6
CC(=O)N1CCC2(CC1)CC(=O)c1cc(OCC(=O)NCc3ccc(C)cc3)ccc1O2
  -2, -4, -2, -1, 3, 1.1, 6, 1, 21
CC(C)CC1=NN2C(=N)/C(=C\c3coc4ccccc4c3=O)C(=O)N=C2S1
  ·, -23, -25, 158*, 48*, 306*, 9, 63*, -287
c1ccc(/N=C2\N=C(Nc3ccccn3)c3ccccc32)nc1
  -2, -8, 0, -5, 12, -2.7, -4, 0, -8
CCCc1cc(=O)[nH]c(Nc2ccc(O)cc2)n1
  -5, 0, -1, 3, 3, -1.9, -7, -1, 29
COc1cc(S(=O)(=O)NC2CC(C)(C)NC(C)(C)C2)c(OC)cc1Cl
  9, -7, -3, -9, 25, 2.1, 1, 0, 10
Cc1cc([N+](=O)[O-])nn1CC(=O)NC1CCCCC1
  9, 9, -3, -5, 10, -1.0, -10, 0, -2
Cc1cccc(C)c1NC(=O)COC(=O)c1ccccc1[N+](=O)[O-]
  1, 2, 0, -2, 6, -0.6, -1, 1, -7
COc1ccc(C(=O)C[n+]2cccc3cc(OC)ccc32)cc1
  0, -2, -1, -7, 8, 5.3, 6, 0, -11
Cc1ccc(NC(=O)C2CCN(C(=O)c3ccccc3C)CC2)nc1
  -4, 0, 0, 3, 1, 0.2, -2, 1, 1
Cc1ccccc1NC(=O)/C(C#N)=C/c1ccc[nH]1
  ·, -1, 3, -2, 9, 0.0, 0, 1, -14
Cc1ccc(S(=O)(=O)c2c(C)nn(C(C)(C)C)c2OC(=O)C(C)C)cc1
  2, -7, -1, 4, -2, 9.6, -4, -1, -9
CCNc1nc(NCC)nc(NS(=O)(=O)c2ccc(N)cc2)n1
  -3, -1, 6, 3, 5, 0.2, -2, 1, 12
CCN(CC)c1ccc(/C=N/N2CCN(Cc3ccccc3)CC2)cc1
  -1, -3, 5, -2, 1, -2.3, 3, 0, -9
O=C(CNC(=O)c1ccccc1F)NCc1ccncc1
  3, 0, -5, 6, 1, -1.2, 5, 2, 16
O=C(NCc1n[nH]c(=S)n1-c1ccc(Cl)c(Cl)c1)c1ccco1
  -4, 11, 1, -4, -1, -1.4, 1, 0, 12
CC1Sc2ccc(C(=O)NCc3ccccn3)cc2NC1=O (configuration not stated)
  7, 11, 4, 2, -5, -0.6, -2, 2, -4
CCOC(=O)c1oc2nc3c(cc2c1N)COC(C)(C)C3
  -1, -2, 2, 1, -1, 0.2, 0, 0, -11
CC(C)c1ccc(C2CC(=O)c3cnc(N4CCc5ccccc5C4)nc3C2)cc1 (configuration not stated)
  6, 4, 6, 3, 10, 12, 10, 0, -5
CCOC(=O)c1cnc(SC)nc1Sc1ccccc1
  0, 1, -5, -7, -13, -3.4, -4, -2, 9
COC(=O)N/N=C/c1cccc(OCCSc2ccc(Cl)cc2)c1
  -1, -6, -10, 1, 15, 1.1, 3, 8, 13
CC(O)c1cccc(NC2=CC(=O)CC(C)(C)C2)c1 (configuration not stated)
  3, -2, -3, 0, -3, 0.6, 4, 1, -2
Cc1nc2nc(C)c(NS(=O)(=O)c3ccc(Cl)s3)c(=O)n2[nH]1
  1, 0, 3, -1, 9, 1.1, 3, 1, -2
COCC(=O)N1C[C@@H](C)[C@@H](OC)CN(C)C(=O)c2ccc(NC(=O)c3cnccn3)cc2OC[C@H]1C
  ·, 6, 5, 3, -3, ·, 1, 0, ·
CCCCCC(=O)NNC(=O)Cc1ccc([N+](=O)[O-])cc1
  3, -4, -6, -2, -1, 1.6, 0, 1, 0
CC(C)(C)C(=O)O/N=C(\N)c1ccc(-c2csnn2)cc1
  4, 20, 2, -7, 5, 0.0, -17, 0, -1
O=C(NCCCn1ccnc1)C(=O)c1c[nH]c2ccccc12
  -1, 4, 11, 2, 11, 0.3, -1, 0, -1
O=C(c1ccc(Br)o1)N1CCN(C/C=C/c2ccccc2)CC1
  7, 1, 3, -6, -4, -0.7, -9, 0, -15
Cc1cc(OC(C)C(=O)NCCCn2ccnc2)c2c(C)c(C)c(=O)oc2c1 (configuration not stated)
  -1, -4, 0, -4, 4, -0.4, -1, 0, 2
Cc1oc(-c2cccs2)nc1CN1CCN(Cc2ccc(F)c(F)c2)C(CCO)C1 (configuration not stated)
  1, -3, -2, -6, 7, 1.1, 1, 1, 3
CCN(CC)C(=O)c1ccc(NS(=O)(=O)c2ccc(/C=C/C(=O)O)cc2)cc1
  1, 0, 12, 1, -3, 0.5, -7, 3, -4
COCCn1c(SC(C)C(=O)NCC2CCCO2)nc2scc(-c3ccc(F)cc3)c2c1=O (configuration not stated)
  -5, -5, 1, -3, 13, -1.3, 4, 0, 14
Cc1cccc(N2CCN(C(=O)NC(C)c3ccc(F)c(F)c3)CC2)c1C (configuration not stated)
  -4, -1, -5, -4, 14, -1.5, 1, 5, 3
CCn1cc(C(=O)N2CCCC(N3CCN(c4ccccc4C)CC3)C2)cn1 (configuration not stated)
  3, -6, 5, -5, -6, 1.8, -20, 2, -12
COc1ccccc1OCc1ccc(C(=O)N/N=C/c2ccco2)cc1
  7, -15, -15, -1, 17, 0.0, 5, 9, 30
O=C(Cc1ccccc1)NC(NC(=S)Nc1cc(Cl)ccc1Cl)C(Cl)(Cl)Cl (configuration not stated)
  3, 2, -5, -4, 4, 0.7, 0, 2, 2
COc1ccc(Nc2cccccc2=O)cc1
  -8, -1, 2, 1, -3, -1.4, 3, 0, 3
N=C1CCCN1CC(=O)c1ccc(Cl)cc1
  0, 0, 5, 3, -8, 1.3, 6, 1, 12
Cc1noc(C)c1COc1cccc(C(=O)Nc2ccccc2)c1
  -3, -1, -7, -7, 8, -0.2, 8, 1, 7
Cc1ccc(S(=O)(=O)N2CC(C)C(=O)CC2C)cc1 (configuration not stated)
  -3, 8, -2, -5, 13, -1.9, -10, 0, -1
COc1ccc(S(=O)(=O)N2CCOC2CNC(=O)C(=O)NCCCN(C)C)cc1C (configuration not stated)
  -1, -1, 7, -3, -7, 0.1, 2, 1, 6
CC1CCN(C(=O)CSc2nc3c(c(=O)n2C)SC(C)C3)CC1 (configuration not stated)
  -4, -2, -4, -3, 17, 0.5, 12, -1, 10
Clc1nc(CN2CCCCC2)nc2sc3c(c12)CCCC3
  -2, -16, 7, -5, 5, 0.8, 12, 2, -16
COc1ccc(NCc2nnc(SCC(=O)c3ccc(OC)cc3)n2C)cc1
  5, 1, 36*, -2, 33*, 2.0, -14, 4, -24
COc1cc(C(C)=O)ccc1OC(=O)C(C)N1C(=O)c2ccccc2C1=O (configuration not stated)
  -2, 0, 0, 3, 7, -0.8, -5, 2, 6
C=CCOc1cccc(C(=O)Nc2ncn[nH]2)c1
  -2, -1, 0, -2, 3, -1.4, -3, 0, -1
CCOC(=O)N1CCC(NC(=O)CN2C(=O)C(CC)Oc3ccc(C)cc32)CC1 (configuration not stated)
  3, 2, -7, 6, 7, -1.4, -7, -1, 16
CCOC(CNC(=O)C1CCN(S(=O)(=O)c2ccc3nc4c(c(C(=O)O)c3c2)CC(C)CC4)CC1)OCC (configuration not stated)
  -9, -3, -3, -5, 20, -0.8, -2, 2, -3

(next part)
Value order – IDE cell inh, CHRM4 PAM, M5 PAM, M5 ag, CHRM5 antagonist, CRFR2-BP ag, CHRM4 antagonist, M4 ag, CRFR2-BP antag
CC[C@@H](C(=O)n1nc(C)cc1C)[C@H](NS(=O)(=O)c1ccc(C)cc1)c1ccccc1
  2, 14, 5, -1, -8, 0.1, -3, -1, 4
COc1ccc(NC(=O)Nc2c(C)n(C)n(-c3ccccc3)c2=O)cc1
  -2, 12, 6, 1, -6, -2.4, -21, 0, 4
O=C(NCCCC1CCCC1)C1CCC(=O)N(Cc2cccc(F)c2)C1 (configuration not stated)
  -2, 2, -5, -4, 15, -1.7, 6, 2, 12
CCOC(=O)N1CCC(NC(=O)C(CC(C)C)NC(=O)C2CCC(C)CC2)CC1 (configuration not stated)
  1, -2, -2, -5, 10, 0.1, 2, 0, -3
CC(NC(=O)c1ccc(Cl)s1)C1CCCO1 (configuration not stated)
  0, 6, -4, -4, -2, -0.5, -12, 1, 5
Cc1ccccc1/C=N/n1c(C2CCCCC2)n[nH]c1=S
  5, 13, -6, -5, 3, -6.6, -6, 0, -34
CCCCCCN1C[C@H](O)[C@@H](n2cc(C3CC3)nn2)C[C@@H]1c1ccc(Cl)cc1
  ·, 3, 1, 2, -4, 1.0, -13, 2, -14
O=C(Nc1ccc([N+](=O)[O-])cc1)c1cc(-c2ccccn2)nc2c(Cl)cccc12
  -2, 5, 7, 1, -4, -0.6, -1, 2, -11
CCCCC(=O)N/N=C(\C)c1cccc(NC(=O)C2CC2)c1
  8, 13, -1, -6, -6, -1.8, 2, 0, 1
CCC(=O)N1CCc2cc(S(=O)(=O)CCC(=O)N3CCN(c4ccccc4)CC3)ccc21
  6, 5, 0, -2, -4, 0.1, -12, 5, -12

Looked up one by one from above:
Value order – IDE cell inh, CHRM4 PAM, M5 PAM, M5 ag, CHRM5 antagonist, CRFR2-BP ag, CHRM4 antagonist, M4 ag, CRFR2-BP antag
CCOC(=O)N1CCC(NC(=O)C(CC(C)C)NC(=O)C2CCC(C)CC2)CC1 (configuration not stated)
  1, -2, -2, -5, 10, 0.1, 2, 0, -3
O=C(NCCCC1CCCC1)C1CCC(=O)N(Cc2cccc(F)c2)C1 (configuration not stated)
  -2, 2, -5, -4, 15, -1.7, 6, 2, 12
CC(NC(=O)c1ccc(Cl)s1)C1CCCO1 (configuration not stated)
  0, 6, -4, -4, -2, -0.5, -12, 1, 5

Carrying on:
Value order – IDE cell inh, CHRM4 PAM, M5 PAM, M5 ag, CHRM5 antagonist, CRFR2-BP ag, CHRM4 antagonist, M4 ag, CRFR2-BP antag
COc1ccc(-c2ccc(-c3noc(C)n3)c(OC)n2)cc1
  5, 8, 0, 0, -1, 0.1, -8, 0, -7
Cc1cn(S(=O)(=O)c2ccc(Cl)cc2)c(C)n1
  1, -10, 1, -9, -8, -2.1, 5, 0, -6
COc1ccccc1-n1nnnc1SCC(=O)Nc1cc(C)on1
  -1, 4, -1, 7, 1, 0.6, -4, 2, -13
COc1ccc(CNC(=O)CSc2nnc(C)s2)cc1
  0, 6, 2, -3, 0, 1.0, -4, 0, -5
CCCn1c(SC(C(=O)Nc2cccc(OC)c2)c2ccccc2)nc2ccccc2c1=O (configuration not stated)
  5, -6, -6, -2, 6, 0.8, 1, 3, 11
Cc1ccccc1NC(=O)CNc1ccccc1C(=O)NCc1ccco1
  2, 5, 2, -2, -4, -0.9, 4, 3, 13
